# Source: PubChem BioAssay
# Tat export inh: E. coli Tat transport inhibition; E. coli MC4100 TorA-mCherry Tat export, fluorescence; inhibition, % at 10 µM; hit rate 0.036% among 340,000; AID 488895;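 active means mean replicate inhibition at least 50% and at least half of replicates individually reaching 50%; inconclusive means only one of the two criteria met; inactive means neither criterion met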;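 further: exported cargo escapes ClpAP degradation while cytoplasmic cargo is degraded and loses fluorescence; 0% = median of neutral control wells and 100% = median of NaSCN control wells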
# phage Ecoli inh: E. coli growth loss with phage present | growth absorbance | inhibition, % at 11.9 µM | hit rate 0.26% among 360,000; in the data active means inhibition above about 11%
# PfHsp90 set2: growth inhibition of yeast expressing Plasmodium Hsp90 | inhibition, % at 9.4 µM | S. cerevisiae expressing PfHsp90, BacTiter-Glo ATP, 48 h; yeast lacking PDR1 and PDR3 efflux regulators | AID 504621 | hit rate 0.32% among 310,000;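 active means every replicate shows inhibition above about 80%, whatever the replicate mean, limit read from the data; inconclusive means mean inhibition reaches the set limit but some replicate falls short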;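 further: 0% = DMSO neutral controls and 100% = 20 µM radicicol positive controls; yeast relying on Plasmodium falciparum Hsp90 in place of its own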
# MOR-DOR inv ag: inverse agonists of human mu-delta opioid receptor heterodimerization | hit rate 0.21% among 340,000 | AID 504357 | cell-based MOR-DOR heterodimer luminescence, inverse agonism | P35372+P41143 | inhibition, % at 9.3 µM; in the data active means inhibition above about 22%, passing the limit was not always enough;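 further: 0% = cells with DMSO and 100% = wells without cells with DMSO; values of inactives mirror those of a sister screen read the other way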
# OPRM1-OPRD1 ag: OPRM1-OPRD1 heterodimerization agonism; P35372+P41143; cells, luminescence; activation, % at 9.3 µM; hit rate 0.3% among 340,000; AID 504326; in the data active means activation above about 18%;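 further: 0% = vehicle-treated cells and 100% = reference agonist; values of inactives mirror those of a sister screen read the other way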
# Mot1-301 SUMO: blocks SUMOylation pathway, rescuing yeast Mot1-301 growth; S. cerevisiae Mot1-301 growth rescue, ATP luminescence, 38.5C; percent above DMSO median, 100 means doubled; growth rescue, % at 18.8 µM; hit rate 1% among 320,000; AID 2716;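 active means every valid replicate shows activation above 250% relative to neutral control wells; inactive means the rest, any valid replicate at or below 250%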;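 further: OY570 slx delta 5 strain wells were the positive control but not used for scaling; some compounds called inactive have numbers as strong as hits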
# Pemphigus Ab inh: inhibitors of pemphigus antibody binding to human desmoglein-3 | hit rate 0.48% among 310,000 | DSG3-coupled beads, scFv-anti-DSG3-GFP binding, flow cytometry; hits give low values | binding (percent of control), % at 10 µM;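 active means binding more than 3 SD below its plate's average and above zero; inconclusive means below that plate limit but binding exactly zero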;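 further: hits lower antibody fragment binding to DSG3; some compounds called inactive have numbers as strong as hits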
# Target sequence (P32926 whole entry, looked up, the tested form may be a part): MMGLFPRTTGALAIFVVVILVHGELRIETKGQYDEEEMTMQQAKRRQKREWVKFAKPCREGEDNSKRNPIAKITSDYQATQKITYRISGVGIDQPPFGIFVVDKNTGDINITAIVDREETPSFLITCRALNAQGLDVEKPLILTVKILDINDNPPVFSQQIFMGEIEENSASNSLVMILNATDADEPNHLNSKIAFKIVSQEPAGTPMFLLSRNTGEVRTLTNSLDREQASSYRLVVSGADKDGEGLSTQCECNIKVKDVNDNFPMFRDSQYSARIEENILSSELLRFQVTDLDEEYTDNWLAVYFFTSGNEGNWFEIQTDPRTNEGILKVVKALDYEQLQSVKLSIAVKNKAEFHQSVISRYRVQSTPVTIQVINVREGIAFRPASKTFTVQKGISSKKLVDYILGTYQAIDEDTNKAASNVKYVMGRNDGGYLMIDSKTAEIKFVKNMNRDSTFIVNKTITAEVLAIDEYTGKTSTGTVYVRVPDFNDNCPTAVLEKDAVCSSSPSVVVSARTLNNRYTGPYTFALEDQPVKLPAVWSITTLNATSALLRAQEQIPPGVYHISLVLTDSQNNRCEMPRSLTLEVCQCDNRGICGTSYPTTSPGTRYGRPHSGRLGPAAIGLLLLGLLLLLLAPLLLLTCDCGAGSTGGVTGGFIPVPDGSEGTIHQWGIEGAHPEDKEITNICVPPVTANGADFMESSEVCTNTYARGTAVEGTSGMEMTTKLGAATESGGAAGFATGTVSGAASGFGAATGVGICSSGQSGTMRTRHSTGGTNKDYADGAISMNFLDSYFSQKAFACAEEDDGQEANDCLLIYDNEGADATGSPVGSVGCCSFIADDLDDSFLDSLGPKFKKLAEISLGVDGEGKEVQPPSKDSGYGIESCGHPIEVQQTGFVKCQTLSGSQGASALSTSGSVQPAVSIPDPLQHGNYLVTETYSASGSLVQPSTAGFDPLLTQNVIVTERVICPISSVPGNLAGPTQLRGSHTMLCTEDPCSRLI
# Arrestin-AP2 inh: human beta-arrestin and AP2 interaction inhibition. hit rate 0.31% among 340,000. inhibition, % at 10 µM. FITC-arrestin peptide / GST-AP2 beads, flow cytometry; AP2 beta2 appendage carries R879A mutation;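 active means inhibition above a set limit, near 3 SD of compounds lacking own fluorescence, cut at about 54% in these data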;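 further: plate controls were DMSO wells for no effect and 5 µM unlabelled arrestin peptide for full effect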
#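 Test system: GST-tagged AP2 beta2-adaptin appendage (R879A) on 4 µm glutathione beads; also added: fluorescein-tagged arrestin peptide at 50 nM final; timing: 12 min plus 1 h, RT; signal: flow cytometry, FL1 (488/535 nm); read-out: percent drop in bead-associated FITC signal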
# AddAB inh: less growth of phage-infected E. coli with AddAB; inhibition, % at 11.9 µM; E. coli expressing H. pylori AddAB, absorbance growth; hit rate 0.29% among 330,000; in the data active means inhibition above about 12%;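 further: 0% = vehicle wells of infected cells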
# Ecoli viability: reduces bacterial viability in AddAB counter-screen. inhibition, % at 11.9 µM. E. coli V3065 growth, OD600 absorbance, 18 h. hit rate 0.27% among 330,000;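 active means inhibition above the campaign's mean inhibition across all tested compounds plus 3 SD, cut at about 9.9% in these data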;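 further: uninfected addAB+ strain grown without phage in ampicillin broth; 0% = DMSO wells and 100% = ciprofloxacin 0.95 µg/ml wells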
# PKA-R1A activ: activators of PKA-R1A complex. PKA-R1A dissociation, Cy5-IP20 fluorescence polarization; scaled: DMSO 0%, 113 µM cGMP 100%. activation, % at 11.4 µM. hit rate 0.083% among 340,000. AID 504707;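 active means percent activation above the mean of all tested compounds plus 3 SD, cut at about 19% in these data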;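 further: higher means more PKAc released from R1A so a rise in polarization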
# An asterisk follows results filed as active; ? = inconclusive; / = no result given; & = joins results of further samples. Not all compounds are listed, so the mix of outcomes need not match the whole.
SMILES,Tat export inh,phage Ecoli inh,PfHsp90 set2,MOR-DOR inv ag,OPRM1-OPRD1 ag,Mot1-301 SUMO,Pemphigus Ab inh,Arrestin-AP2 inh,AddAB inh,Ecoli viability,PKA-R1A activ
COc1ccc(O)c(C(C)(C)C)c1,-0.7,4.5,-16.4,-3.4,0.6,26.8,103.3,-0.2,-2.4,-2.7,6.5
Cn1cccc1/C=C1/C(=O)NC(=O)N(Cc2ccc(F)cc2)C1=O,1.4,3.1,-29.0,7.7,-1.4,4.6,92.7,-1.3,-0.6,-0.3,-15.5
CCN(CC)C(=O)c1ccc(NC(=O)CCCSc2ccccc2)cc1,-2.2,3.0,12.7,7.2,-1.4,52.2,99.0,9.3,0.6,-3.2,-1.4
CC(C)Sc1nnc([C@@H](N)Cc2ccccc2)o1,6.4,3.0,14.5,11.9,-2.4,22.8,95.2,31.0,0.2,0.5,11.3
NC(=O)c1cn(C2OC(CO)C(O)C2O)c2ncnc(N)c12 (stereo unspecified),0.5&4.5,5.8&5.7,-19.9,-2.0&-12.9,0.5&2.3,-7.5,86.0&100.0,-6.8&20.9,3.5,-1.7,10.8&8.6
Nc1ccc2ccc3cccc[n+]3c2c1,-2.8,-1.5,2.5,-4.3,0.9,-25.8,90.5,15.6,0.7,2.2,-7.7
COC(=O)C1=C(c2ccc(C(C)=O)cc2)C[C@@H]2CC[C@H]1N2C(=O)NCc1ccc(C(F)(F)F)cc1,-5.6,/,-25.1,15.5,-2.7,10.9,100.3,-3.4,-0.4,-0.4,3.7
CCN(CC(=O)Nc1ccc(NC(C)=O)cc1)C(=O)CSC(c1ccccc1)c1ccccc1,-6.5,5.6,-0.4,22.7,-5.8,-5.8,/,8.6,-1.9,-1.2,-0.3
COC(=O)C1=C(c2ccc(OC(F)(F)F)cc2)C[C@@H]2CC[C@H]1N2C(=O)N1CCCCC1,0.8,4.8,20.8,-9.8,2.1,-15.3,98.3,-8.3,0.4,0.4,-2.1
CC(O)(CS(=O)(=O)c1cccc(C(F)(F)F)c1)C(=O)Nc1ccc(C(F)(F)F)cc1 (stereo unspecified),11.2,0.6,/,-10.2,1.8,1.9,98.5,6.9,3.0,0.5,-9.6
COC(=O)C1=C(c2ccccc2)C[C@@H]2CC[C@H]1N2C(=O)NCc1ccc(C(F)(F)F)cc1,15.7,-0.2,4.3,3.7,-0.7,-5.8,111.9,-3.0,2.2,2.0,-12.3
COCCCn1c(N)c(C(=O)NCCC(C)C)c2nc3ccccc3nc21,36.0,1.7,3.9,4.0,-0.8,13.2,97.4,10.0,-0.2,0.5,-11.3
N#CC(C#N)=NNc1ccc(S(N)(=O)=O)cc1,1.7,3.3,-6.9,10.2,-2.0,-22.7,81.9,4.6,1.0,1.2,1.2
CCN(CCO)c1ccc(N=Cc2c(O)n(C)c(=S)[nH]c2=O)cc1,/,2.2,/,/,/,-9.9,119.8,13.6,0.8,0.8,/
CCOC(=O)c1ccccc1NC(=O)c1c(O)[nH]c(=S)[nH]c1=O,-0.4,1.2,-26.4,10.3,-1.9,-3.6,107.1,-0.6,2.1,3.3,18.8*
O=Cc1c(C(=O)O)n(Cc2ccc(F)cc2Cl)c2ccccc12,2.6,2.1,-6.4,6.8,-1.5,17.0,99.3,8.9,/,/,0.4
COC(=O)C1=C(c2ccc(F)cc2OCc2ccccc2)C[C@@H]2CC[C@H]1N2C(=O)NCCO,3.2,/,-4.4,-0.7,0.1,-14.2,93.8,5.6,-1.4,-1.4,-12.3
CCCNC(=O)N1[C@H]2CC[C@@H]1C(C(=O)OC)=C(c1cc3ccccc3o1)C2,-2.4,0.5,-24.5,11.7,-2.0,-0.4,97.4,2.5,0.2,-1.7,-3.7
COC(=O)C1=C(c2ccc(F)cc2OCc2ccccc2)C[C@@H]2CC[C@H]1N2C(=O)N1CCCC1,-2.9,0.9,4.6,1.1,-0.2,20.2,107.7,-4.9,-0.3,-1.8,8.0
O=C(CCC(=O)N1CC2C[C@@H](C1)Cn1c2cccc1=O)NCCc1ccccc1,-7.2,7.3,26.4,1.8,-0.4,-7.6,108.2,-0.2,2.4,-1.7,-11.1
C[C@@H]1CC[C@@]2(NC1)O[C@H]1C[C@H]3[C@@H]4CC=C5C[C@@H](O)CC[C@]5(C)[C@H]4CC[C@]3(C)[C@H]1[C@@H]2C,-5.7,/,-11.8,3.3,-0.7,139.3,100.7,29.0,0.3,1.2,-12.7
O=C(COC(=O)c1ccc(O)cc1)Nc1ccc(Cl)cc1C(=O)c1ccccc1,8.4,2.6,-37.8,-19.1,3.8,-12.0,85.4,-3.5,3.3,1.8,-6.2
CNC(=S)NC1CC2CCCC(C1)N2CC(C)C (stereo unspecified),-9.2,1.6,-14.3,7.9,-1.4,-0.1,101.7,-3.2,-0.6,-2.0,16.6
CCOCC(=O)NC1CCSC1=O (stereo unspecified),3.6,1.6,-45.7,9.5,-1.7,-5.7,100.5,2.5,-0.5,-3.5,-11.9
CC(=O)Nc1ccc([As](=O)(O)c2ccc([N+](=O)[O-])cc2)cc1,-0.9,3.1,14.9,4.1,-0.8,0.5,93.7,5.1,-0.5,-2.0,-7.3
CN1CCC2(CC1)c1ccccc1-c1ccccc12,?,1.9,-5.4,-1.9,0.4,/,97.0,-5.4,/,/,8.1
CN1CCN(Cc2cn(C)c3ccccc23)CC1CCO (stereo unspecified),-4.6,2.5,10.4,-3.5,0.7,121.5,99.9,37.7,3.7,-1.9,-6.9
Cn1cc(C=C2C(=O)NC(=O)NC2=O)c2ccccc21,-5.6,1.0,0.6,-1.7,0.3,-7.6,86.8,31.1,2.4,-1.2,6.1
O=c1[nH]c(=S)n(Cc2ccc(F)cc2)c(O)c1C=NCc1ccc2c(c1)OCO2,0.8,2.1,-6.2,3.0,-0.6,2.8,109.8,-6.5,0.8,-1.1,-3.0
Cc1ccc(OCC(=O)N2CCN(C3CCC(c4ccccc4)CC3)CC2)cc1 (stereo unspecified),-14.5,-0.8,/,-19.6,4.0,32.7,118.3,-63.5,-0.2,-0.8,8.1
CC(=O)c1c(C)n(CCCOC(C)C)c2ccc(O)cc12,12.3,0.6,-19.7,14.2,-2.5,-9.2,101.4,5.6,0.2,0.9,-7.6
Cc1cc(OCc2nn[nH]n2)c2c3c(c(=O)oc2c1)CCC3,-0.3,2.3,-17.3,12.8,-2.5,9.3,101.5,-3.9,1.3,-0.2,-1.9
COc1ccc(CC2C(=O)NC(=O)N(c3ccccc3)C2=O)c(OC)c1 (stereo unspecified),3.3,-1.1,-22.3,16.2,-2.8,57.1,96.8,9.6,-1.3,0.5,-13.0
COc1ccccc1-n1c(-c2ccccc2F)nc2ccccc2c1=O,-13.9,-1.5,-16.1,3.0,-0.6,207.6,113.7,4.7,-1.9,-0.3,5.8
O=c1[nH]c(=S)n(CCC2=CCCCC2)c(O)c1C=NCc1cccnc1,0.1,4.2,-3.6,10.5,-2.0,6.0,94.7,-1.6,2.0,1.0,1.8
COc1ccc(C(=O)C2CCCN(Cc3ccc(F)cc3F)C2)cc1F (stereo unspecified),9.7,-0.7,-20.5,-13.6,2.8,28.6,118.4,-5.2,/,/,3.5
O=c1[nH]c(=O)n(CCc2ccccc2)c(O)c1C=NC1CC1,-4.0,2.5,18.3,/,/,2.9,95.0,5.5,0.9,-1.7,/
COCCCN=Cc1c(O)[nH]c(=S)[nH]c1=O,-4.5,2.6,14.0,10.7,-2.1,/,100.4,0.2,0.0,1.4,4.1
COc1ccc(NS(=O)(=O)c2ccc(OCC(=O)N3CCN(C)CC3)cc2)cc1Cl,-8.7,1.7,-50.1,1.4,-0.3,5.3,109.2,8.3,2.9,4.0,4.1
CC(=O)N(C)CC#CCN1CCCC(CO)C1 (stereo unspecified),2.0,1.4,9.9,-13.9,2.5,22.9,110.0,-0.7,4.5,-1.4,-9.8
O=C1NC(=O)C(CCc2ccncc2)(CCc2ccccn2)C(=O)N1c1ccc(Br)cc1 (stereo unspecified),-8.2,2.8,1.1,9.5,-1.9,-9.2,104.0,9.0,-0.2,-2.1,-0.5
O=[N+]([O-])c1ccc(N2CCCC2)cc1N/N=C1\CN2CCC1CC2,-2.9,0.5,-24.1,10.2,-1.9,-3.7,99.9,4.9,3.4,0.3,5.9
C=CCc1cc(C=C2C(=O)N(C)C(=O)N(C)C2=O)cc(OCC)c1OCc1ccccc1,19.0,1.8,-3.7,-14.9,2.9,6.8,106.8,4.8,0.1,-3.2,-3.9
Cc1ccc(-n2c(C)nc3ccccc3c2=O)c(C)c1,3.5,1.8,5.1,16.4,-3.2,-10.7,110.9,4.8,1.4,-0.8,1.6
O=c1c2ccccc2nc(Cc2ccccc2)n1-c1ccccc1,-2.1,-0.1,-5.8,-3.5,0.7,4.8,108.7,11.2,/,/,-9.7
CN1C(C(=O)N2CCC3(CC2)OCCO3)=CC(c2ccc(F)cc2)=NS1(=O)=O,-0.9,1.6,27.7,8.0,-1.6,-0.5,99.7,-8.0,-0.5,-1.9,3.0
CC(=O)C1CCC2C3CCC4CC(O)CCC4(C)C3C(O)CC12C (stereo unspecified),1.7,1.6,/,14.2,-2.8,/,98.4,-7.5,/,/,-12.0
CC(C)N1CCN(Cc2ccccc2C(F)(F)F)CC1CCO (stereo unspecified),1.2,5.0,16.8,-10.8,1.9,13.2,101.1,33.1,-1.8,-1.1,-10.8
CCOc1cc2c(cc1OCC)-n1cccc1C(c1ccc(OC(F)F)cc1)NC2 (stereo unspecified),0.6,4.2,15.5,-21.3,4.3,-7.6,93.0,12.1,6.1,2.3,5.1
CC(Cc1ccccc1)N(C)CC1C(=O)C2CCC1C2 (stereo unspecified),7.0,2.5,-19.9,-7.5,1.4,/,96.7,-1.0,/,/,-12.3
# Remaining list, next part
SMILES,Tat export inh,phage Ecoli inh,PfHsp90 set2,MOR-DOR inv ag,OPRM1-OPRD1 ag,Mot1-301 SUMO,Pemphigus Ab inh,Arrestin-AP2 inh,AddAB inh,Ecoli viability,PKA-R1A activ
COc1ccc(N=Cc2c(O)n(C)c(=O)[nH]c2=O)cc1,-6.8,0.8,12.8,9.7,-1.9,842.3*,108.3,38.5,0.7,-2.8,-3.9
C[N+](C)(C)CCOC(=O)CBr,-8.5,1.5,19.7,7.4,-1.3,84.0,98.9,11.0,-1.9,-1.1,9.6
Nc1ccnn1C1CCNCC1,-2.1,1.2,23.2,3.7,-0.7,6.3,101.8,2.5,1.0,1.4,10.4
CCOC(=O)c1nsnc1NCCCl,-3.4,4.1,-18.5,9.8,-1.8,-6.7,101.5,-0.6,-1.4,-2.2,0.3
